High-throughput results deposited in PubChem BioAssay by Sanford-Burnham Center for Chemical Genomics.
SIAH1 antagonists: Siah-1 peptide-binding antagonists, primary screen, biochemical, fluorescence polarization, rhodamine-plectin, uHTS (AID 1817). Siah-1 / rhodamine-plectin peptide fluorescence polarization; higher % means a stronger effect. actives 0.02% (n = 290,000). E3 ubiquitin-protein ligase SIAH1 (Homo sapiens). one-dose displacement, % at 20 µM; IC50 in µM for titrated hits;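 active means displacement of at least 50% at 20 µM, with a fluorescence ratio check between 0.3 and a set limit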;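 further: plate controls were Siah plus tracer with DMSO for no effect and tracer alone without Siah for full effect; strong numbers were not always called active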
KOR beta-arrestin-1: KOR agonists, beta-arrestin recruitment, primary screen, cell-based, luminescence, uHTS (AID 1777) | Kappa-type opioid receptor (Homo sapiens) | KOR beta-arrestin recruitment, luminescence; higher % means a stronger effect | actives 0.02% (n = 280,000) | activation, % at 10 µM; hits with a dose series show EC50 in µM; in the data active means activation above about 50%, passing the limit was not always enough; further: a part of the inactive calls stands beside numbers as strong as those of hits
GPR35 antagonists: GPR35 antagonists blocking zaprinast-driven arrestin recruitment, primary screen, imaging, U2OS, beta-arrestin-GFP, zaprinast agonist (AID 2058) | G-protein coupled receptor 35 (Homo sapiens) | U2OS GPR35 beta-arrestin-GFP translocation imaging, zaprinast antagonism; higher % means a stronger effect | one-dose inhibition, % at 10 µM; IC50 in µM for titrated hits | actives 0.052% (n = 290,000);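 active means inhibition of at least 50% with at least 30 cells and total cytoplasm GFP at most 10,000,000; inconclusive means under 30 cells or total GFP of 10,000,000 plus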
HIV peptide binding: inhibitors of HIV fusion peptide binding, primary screen, biochemical, uHTS, fluorescence dequenching (AID 1986) | inhibition, % at 20 µM; hits with a dose series show IC50 in µM | actives 0.3% (n = 290,000) | cell-free peptide binding, fluorescence dequenching, 30 min; higher % means a stronger effect; in the data active means inhibition mostly above about 52%, no sharp cut-off; inactive means mostly below about 76%; further: some results filed as inactive read as strong as hits
GPR55 LPI antagonism: GPR55 antagonists blocking LPI-driven arrestin recruitment, primary screen, imaging, U2OS, beta-arrestin-GFP, LPI agonist (AID 2013); G-protein coupled receptor 55 (Homo sapiens); U2OS GPR55 beta-arrestin-GFP translocation imaging, LPI antagonism; higher % means a stronger effect; one-dose inhibition, % at 10 µM; IC50 in µM for titrated hits; actives 0.13% (n = 290,000);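 active means spots per cell inhibited over 60%, with over 100 cells counted and total cytoplasm intensity under 500,000; inconclusive means wells with under 100 cells, flagged as likely toxic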;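 further: U2OS cells stably carrying GPR55 and arrestin-GFP stimulated by 5 µM LPI near EC80; imaged beta-arrestin-GFP aggregate spots per cell after agonist stimulation; plate controls were LPI-stimulated DMSO wells for no effect and DMSO wells without LPI for full effect; some results filed as inactive read as strong as hits; confirmed hits need IC50 under 10 µM and bright autofluorescent wells are also inconclusive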
GPR55 beta-arrestin: GPR55 agonists via beta-arrestin recruitment, primary screen, imaging, U2OS cells, beta-arrestin-GFP redistribution (AID 1961) | U2OS GPR55 beta-arrestin-GFP redistribution imaging; higher % means a stronger effect | one-dose activation, % at 10 µM; EC50 in µM for titrated hits | G-protein coupled receptor 55 (Homo sapiens) | actives 0.048% (n = 290,000);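 active means activation above 40% with more than 50 cells counted in the well; inconclusive means wells holding fewer than 50 cells, flagged as toxic or sparse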;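 further: U2OS osteosarcoma cells stably expressing GPR55 and beta-arrestin-GFP; plate controls were DMSO negative control for no effect and LPI positive control for full effect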
NOD1 inhibition: NOD1 signaling inhibitors, primary screen, cell-based, luminescence, uHTS (AID 1578). inhibition, % at 4 µM, or EC50 in µM where a hit was titrated. NOD1-driven NF-kB luciferase reporter cells, luminescence; higher % means a stronger effect. actives 1% (n = 290,000); in the data active means inhibition mostly above about 36%, no sharp cut-off; inactive means mostly below about 34%;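 further: HEK-293T reporter cells stimulated with the NOD1 agonist gamma-tri-DAP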
AID2073: inhibitors of Mint1-CaV2.2 protein interaction, biochemical, HTRF (AID 2073). HTRF protein-protein interaction, Mint1-CaV2.2; higher % means a stronger effect. actives 0.19% (n = 290,000). Voltage-dependent N-type calcium channel subunit alpha-1B (Homo sapiens). inhibition, % at 20 µM, or IC50 in µM where a hit was titrated; in the data active means inhibition mostly above about 51%, no sharp cut-off; inconclusive means no clear call, values can overlap the other calls; inactive means mostly below about 53%; further: some results filed as inactive read as strong as hits
KOR beta-arrestin-2: KOR antagonists, beta-arrestin recruitment, cell-based, luminescence, uHTS (AID 1778). KOR beta-arrestin recruitment, luminescence, antagonist mode; higher % means a stronger effect. inhibition, % at 10 µM, or IC50 in µM where a hit was titrated. actives 0.091% (n = 290,000); in the data active means inhibition above about 50%; further: strong numbers were not always called active
Active calls of the source: *; u = inconclusive; x = not tested or not shown; [ ] = another dose, or the depositor's remark. A portion of the library. The share of hits here may be higher or lower than overall.

structure	HIV peptide binding	KOR beta-arrestin-2	SIAH1 antagonists	GPR55 LPI antagonism	NOD1 inhibition	AID2073	GPR35 antagonists	KOR beta-arrestin-1	GPR55 beta-arrestin
Cc1cc(C(=O)N/N=C/c2ccc(-c3ccc([N+](=O)[O-])cc3Cl)o2)n[nH]1	-3.7%	-8.9%	19.7%	5.3%	-9.2%	0.7%	-1.4%	-4.4%	-0.2%
Cn1c(N)c(C(=O)COC(=O)c2cc(C3CC3)nc3ccccc23)c(=O)n(Cc2ccccc2)c1=O	4.4%	-6.5%	1.5%	9.2%	-18.4%	11.3%	-11.7%	2.4%	-0.1%
CC1CCN(S(=O)(=O)c2ccc(C(=O)OC(C)C(=O)NC3CCCCC3C)cc2)CC1 (configuration not stated)	20.0%	28.5%	-2.2%	-1.6%	12.4%	21.8%	-15.6%	1.8%	-0.1%
Cc1nc(C)c(CCNC(=O)c2ccccc2Br)s1	0.6%	-1.9%	3.8%	2.0%	-23.1%	-12.3%	1.7%	2.5%	-0.1%
CC(=O)N1CCN(c2ccc(NC(=S)NC(=O)COc3ccc(C(C)(C)C)cc3)cc2)CC1	-1.2%	13.9%	0.0%	2.7%	35.2%	-3.7%	17.5%	1.7%	-0.3%
CC(C)CC(=O)Nc1ccc(-c2nc3ccccc3c(=O)o2)cc1	13.7%	x	0.7%	-3.2%	21.2%	25.9%	-5.8%	2.3%	0.6%
CCOc1ccc2c(C)nc(NC3=NC(C)(C)C=C(C)N3)nc2c1	-2.6%	5.8%	-5.3%	7.1%	-7.5%	9.0%	-7.5%	-0.9%	-0.2%
C=CCc1c(C)nc(SC(C)C)[nH]c1=O	-0.6%	9.6%	4.3%	14.4%	-12.8%	-6.7%	-1.8%	-1.0%	-0.2%
COC(=O)c1cccc(NC(=O)NC2CCCN2S(=O)(=O)c2ccc(Cl)cc2)c1 (configuration not stated)	-0.7%	-7.2%	0.3%	-12.8%	3.6%	-2.1%	-4.0%	6.8%	0.2%
O=C(COC(=O)CCc1nc2ccccc2s1)Nc1ccc(Cl)cn1	2.0%	3.3%	-2.7%	-0.9%	-17.3%	1.8%	4.7%	-0.2%	0.1%
C/C(=N\n1cnnc1)c1ccc(C#N)cc1	-1.3%	7.1%	-2.6%	-5.0%	-32.8%	18.6%	-4.2%	-5.4%	-0.2%
CCOC(=O)N1CCC(NC(=O)c2ccc(N3CCC4(CC3)OCCO4)c([N+](=O)[O-])c2)CC1	-0.5%	-2.5%	2.4%	5.8%	-7.9%	-14.6%	6.0%	5.1%	-0.7%
CCn1c(NCc2ccc(N(C)C)cc2)nc2ccccc21	-1.3%	13.1%	-2.3%	8.1%	-45.7%	-9.9%	-20.1%	-1.4%	0.1%
O=C1NC(c2ccc(Cl)cc2)Nc2ccccc21 (configuration not stated)	-0.8%	-9.4%	-4.9%	-16.2%	-31.4%	7.9%	13.5%	-1.5%	-0.2%
CCOC(=O)c1cc(C(C)(C)C)oc1CN	-1.1%	-13.2%	5.9%	10.1%	-52.7%	34.3%	-6.2%	-7.5%	0.7%
COc1ccc(CCNC(=O)C(=O)c2cn(CC(=O)N3CCOCC3)c3ccccc23)cc1	-3.1%	-0.8%	5.0%	1.7%	5.0%	5.9%	15.6%	-2.1%	0.0%
COc1ccc(NC(=O)C2=C(C)NC(=O)NC2c2cccs2)c(OC)c1 (configuration not stated)	-2.2%	-5.8%	1.9%	-0.9%	-31.7%	-5.6%	9.3%	1.5%	0.2%
CC(=O)c1cccc(OCc2cc(C(=O)N(C)CCc3cnn(C)c3)no2)c1	1.3%	15.8%	2.0%	17.1%	-12.4%	-0.6%	10.5%	0.1%	-0.1%
Cc1cc(C)c(S(=O)(=O)NCc2ccc3c(c2)cc(C)n3C)c(C)c1	2.6%	1.9%	3.6%	4.6%	-6.2%	8.7%	-7.3%	0.5%	0.9%
COC(=O)c1ccccc1NC(=S)NC(=O)c1ccc2c(c1)OCO2	-2.1%	1.1%	0.5%	7.9%	-17.0%	-35.3%	0.9%	2.4%	0.3%
Clc1ccc(-c2c[n+](Cc3ccc(Cl)c(Cl)c3)c3n2CCC3)cc1	0.2%	3.2%	-2.2%	14.2%	-11.1%	-6.4%	-7.5%	-4.1%	0.6%
Cc1ccc(C(C(=O)NC2CCCC2)N2CCCCC2)cc1 (configuration not stated)	-1.4%	18.6%	-3.0%	-1.0%	-23.5%	12.6%	-2.1%	-3.0%	0.3%
CC1CC(C)CN(c2oc(-c3ccccc3Cl)nc2C#N)C1 (configuration not stated)	0.1%	-3.8%	-2.5%	0.5%	-18.4%	6.0%	-4.7%	6.0%	0.3%
COc1cccc(-n2c(SCC(=O)NCc3cccs3)nc3ccccc3c2=O)c1	-1.1%	-16.4%	-2.0%	-1.6%	-22.7%	3.0%	-16.6%	3.1%	0.1%
NNC(=O)c1sc2cc(C(F)(F)F)cnc2c1-c1cccnc1	-2.5%	-22.4%	6.3%	4.8%	-37.4%	-5.3%	5.9%	-3.0%	0.0%
CCOC(=O)C(Cc1ccccc1)NC(=O)CCc1c(C)nc2nc(C)nn2c1C (configuration not stated)	-0.9%	-15.7%	3.2%	-1.1%	9.0%	0.5%	8.6%	0.1%	-0.1%
O=S(=O)(c1ccccc1)c1nc(-c2ccco2)oc1Nc1ccccc1	2.6%	-27.6%	-0.9%	2.6%	-56.7%	11.4%	x	-0.4%	0.2%
C=C(C)C1CC=C(C)/C(=N/NC(=O)CCC(=O)Nc2ccccc2Cl)C1 (configuration not stated)	0.6%	-7.1%	-2.0%	-12.0%	16.8%	5.4%	14.7%	-1.9%	-0.1%
C=CCn1c(SCC(=O)Nc2ccc(OC)cc2)nc2c([nH]c3ccccc32)c1=O	0.6%	2.6%	-3.9%	5.8%	-13.4%	35.3%	-13.9%	-1.1%	0.0%
COc1ccc(NS(=O)(=O)c2cccc(C(=O)NNC(=O)CNC(=O)c3ccccc3)c2)cc1	1.2%	40.4%	1.9%	13.0%	-15.7%	-4.3%	12.9%	-5.9%	0.0%
Cc1ccc(-n2nc3c([n+]2[O-])CCc2nonc2-3)cc1	1.0%	-1.9%[20 µM]	2.7%	-8.8%	-27.6%	12.8%	10.5%	-6.0%	0.0%
Cc1ccc2[nH]c(=O)c(COC(=O)C3CCCCC3)cc2c1	-0.6%	6.9%	16.2%	0.6%	-3.2%	3.2%	-5.4%	5.6%	-0.2%
CCc1cccc2c(C(=O)CSc3nnc(-c4ccncc4)n3C)c[nH]c12	2.1%	6.7%	-3.4%	2.8%	-17.9%	2.2%	6.4%	-2.1%	-0.2%
CCc1nc2sc3ccccc3c(=O)c2c(=O)n1Cc1ccc(OC)cc1	-2.8%	16.7%	11.9%	-11.1%	6.3%	-1.8%	-2.8%	1.7%	0.0%
Cc1ccc(S(=O)(=O)C(C#N)c2nc3ccccc3nc2N2CCCC2)cc1 (configuration not stated)	132.3%	-41.2%	3.6%	9.1%	19.3%	1.7%	8.6%	33.3%	-0.1%
COc1ccc(/C=C/C(=O)NCCCN2CCOCC2)cc1	1.2%	-17.6%	-3.9%	0.6%	-13.4%	-4.7%	-5.1%	8.1%	0.0%
CN(C(=O)CCNC(=O)Cn1cnc2ccccc2c1=O)c1ccc(F)cc1	1.5%	7.7%	6.1%	17.8%	-65.0%	7.2%	12.8%	2.3%	0.1%
C=CCNc1nc2c(c(=O)n(C)c(=O)n2C)n1Cc1ccc(F)cc1	0.8%	-11.6%	-2.2%	-3.5%	-15.9%	12.5%	-20.9%	-1.4%	-0.1%
CC(C)CN(C(=O)c1ccco1)c1nc2ccccc2s1	0.7%	-22.0%	1.2%	-5.1%	-3.4%	6.5%	3.0%	4.0%	-0.7%
Oc1cccc(Nc2nc(-c3ccccc3)nc3ccccc23)c1	3.5%	-25.4%	9.1%	8.9%	-3.7%	18.1%	-8.7%	-0.6%	0.0%
CCCN(CCC)CC(O)COc1ccc([N+](=O)[O-])cc1 (configuration not stated)	-3.8%	8.5%	1.1%	-1.0%	-6.6%	-9.7%	4.4%	2.0%	0.0%
CCOC(=O)Cn1nnc(-c2ccc(OCC(C)C)cc2)n1	-1.8%	-3.5%	1.8%	15.1%	-12.3%	-4.8%	2.8%	-2.6%	-0.1%
O=C(N/N=C\c1ccc(Br)cc1)c1ccc(Cn2cccn2)o1	-1.7%	-8.3%	0.5%	9.2%	-16.7%	5.2%	8.9%	-1.7%	-0.3%
CCOC(=O)c1c(NC(=O)COC)sc(C(C)=O)c1C	-0.4%	15.3%	-0.6%	-0.7%	-24.1%	6.4%	1.1%	0.2%	-0.1%
CC(=O)N1CCN(Cc2ccc(Br)s2)CC1	-2.7%	-34.5%	-2.3%	-6.9%	25.6%	4.2%	-3.9%	-0.4%	-0.4%
O=C(NCCCN1CCOCC1)c1ccc(CS(=O)(=O)Cc2ccccc2Cl)o1	-1.1%	-18.1%	-2.6%	6.6%	27.3%	-5.8%	8.8%	-1.4%	-0.1%
COc1ccccc1N1CCN(C(=O)CN(Cc2ccc(Cl)cc2)S(C)(=O)=O)CC1	-1.1%	22.9%	-0.8%	2.8%	-8.3%	-3.8%	0.9%	1.6%	0.0%
Cc1cccc(OCCCN2C(=O)C(=O)c3cc(C)ccc32)c1	-1.9%	-300.3%[20 µM]	4.5%	-17.0%	-17.0%	u	2.1%	x	0.2%
Cc1cccc(NC(=O)N2CCC(n3nnc4cc(C)ccc43)CC2)c1	-0.2%	1.7%[20 µM]	-1.9%	1.0%	-32.5%	-9.4%	13.5%	x	0.4%
CCCc1cc(=O)oc2cc(C)cc(OCC(=O)N[C@@H](CSCc3ccccc3)C(=O)O)c12	7.1%	-7.0%[20 µM]	0.1%	1.2%	-39.1%	21.1%	-0.3%	5.2%	-0.2%
